# TDP1 inh: inhibitors of human tyrosyl-DNA phosphodiesterase TDP1; Q9NUW8; recombinant TDP1, AlphaScreen DNA substrate cleavage; Potency, µM (top dose mostly 130 µM), for inactives: top-dose activity change, negative = inhibition, actives largely listed as inhibitors; 350,000 compounds, 0.28% hits; AID 485290; also: nearly all actives have a fitted effect of over 40% in size
# Target sequence (Q9NUW8 whole entry, looked up): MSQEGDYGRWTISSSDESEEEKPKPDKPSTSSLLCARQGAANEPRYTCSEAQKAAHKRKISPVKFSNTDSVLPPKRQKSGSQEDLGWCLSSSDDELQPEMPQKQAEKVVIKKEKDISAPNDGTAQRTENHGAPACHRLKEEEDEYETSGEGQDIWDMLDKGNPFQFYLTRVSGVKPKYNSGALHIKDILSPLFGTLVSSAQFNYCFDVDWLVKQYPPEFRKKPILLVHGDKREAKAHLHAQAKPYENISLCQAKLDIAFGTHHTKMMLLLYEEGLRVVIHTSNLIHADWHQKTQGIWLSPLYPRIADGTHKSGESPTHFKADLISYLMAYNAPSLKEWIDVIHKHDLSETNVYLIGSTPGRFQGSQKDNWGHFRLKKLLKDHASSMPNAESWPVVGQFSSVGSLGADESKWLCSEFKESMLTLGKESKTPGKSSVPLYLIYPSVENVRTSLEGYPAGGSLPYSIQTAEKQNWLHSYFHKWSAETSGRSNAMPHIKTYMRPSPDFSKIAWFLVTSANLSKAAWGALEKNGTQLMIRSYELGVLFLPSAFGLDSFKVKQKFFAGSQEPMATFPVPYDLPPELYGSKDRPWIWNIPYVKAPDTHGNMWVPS
#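 Here, a 5' biotin and 3' phosphotyrosine-FITC DNA oligonucleotide reports Tdp1 activity: intact substrate bridges AlphaScreen beads, while cleavage leaves a 3' phosphate and drops signal. All incubations at room temperature.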
# N370S GC: inhibits or activates N370S mutant glucocerebrosidase; AID 2101; Potency, µM (doses to about 59.4 µM), without a hit: at the highest dose activity change, negative = inhibition, usual class: inhibitors; N370S GC spleen homogenate, 4MU-glucoside fluorescence; 330,000 compounds, 0.092% hits;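 also: 0% = full enzyme activity and -100% = no enzyme basal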
# TDP1 cell noCPT: qHTS for Inhibitors of human tyrosyl-DNA phosphodiesterase 1 (TDP1): qHTS in cells in absence of CPT; DT40 Tdp1-/- hTDP1 cells, no CPT, ATP luminescence, 48 h; 420,000 compounds, 15% hits; AID 686978, 2013; Potency, µM (highest dose often 46.2 µM), for inactives: at the highest dose activity change, negative = growth inhibition, usual class: inhibitors; also: nearly all actives have a fitted effect of over 55% in size
#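 Readout: luminescence from CellTiter-Glo after 30 min in the dark at RT. Cells: DT40 Tdp1-/- with stable hTDP1, 400/well. Exposure: compounds alone, ≥48 hr, 37 °C.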
# Numbers without * were called inactive; ? = inconclusive; · = no result given; & = joins results of further samples; [ ] = another dose, or the depositor's remark. Calls follow the shape of the dose curve; as a rule, active = well fitted curve in the direction sought with a large enough effect; inconclusive = small, poorly fitted or top-dose-only effect, or another doubt; inactive = no such curve, though single readings can be large; an effect the other way counts as inactive or inconclusive. Unless noted, % is scaled to controls: 0 for no effect and ±100 for the full control effect; potency is read from the fitted curve at half-maximal effect. These rows are one share of the data. The share of hits here may be higher or lower than overall.
# A first look, 2 compounds:
entry | compound | TDP1 inh | N370S GC | TDP1 cell noCPT
1 | CNc1ccc(C2(O)C(=O)c3ccccc3C2=O)cc1 | 4% | -8% | -18%
2 | CO[C@H]1COC(=O)[C@H](Cc2ccccc2)NC(=O)C/C=C\[C@@H](C)[C@H](OC)COC(=O)C/C=C\[C@@H]1C | 6%[21 µM] | 15%[12.8 µM] | ·

# This part in full, previewed entries included:
entry | compound | TDP1 inh | N370S GC | TDP1 cell noCPT
1 | CNc1ccc(C2(O)C(=O)c3ccccc3C2=O)cc1 | 4% | -8% | -18%
2 | CO[C@H]1COC(=O)[C@H](Cc2ccccc2)NC(=O)C/C=C\[C@@H](C)[C@H](OC)COC(=O)C/C=C\[C@@H]1C | 6%[21 µM] | 15%[12.8 µM] | ·
3 | Cc1cc(C)cc(NC(=O)N2CCN(c3cc(-c4noc(C)n4)ccc3C)CC2)c1 | 1% | · | ?
4 | CN(C)S(=O)(=O)c1ccc2c(c1)nc1n2CCC1 | -7% | -17% | -8%
5 | Cc1ccccc1C(=O)N(Cc1cccs1)C1CCS(=O)(=O)C1 (configuration not stated) | -8% | -6% | -2%
6 | Nc1nc(Cl)cc(Nc2ccccc2Cl)n1 | · | 0% | -7%
7 | CCCCN(CC)C(=O)c1ccc(Cl)cc1 | 1% | 0% | 4%
8 | Cc1ccc(S(=O)(=O)N2CCN(C(=O)N3CCOCC3)C2C)cc1 (configuration not stated) | 5% | 0% | 0%
9 | COCCCNc1ncnc2ccc(C)cc12 | 2% | -2% | 18µM*
10 | CN1CCN(c2ncc3nc(-c4cccs4)c(=O)n(CCc4ccccc4)c3n2)CC1 | · | ? | -29%
11 | COn1c(SCc2ccc(Cl)cc2)nc2ccccc2c1=O | -1% | 13% | ?
12 | Cc1csc(=O)n1CCC(=O)NCc1ccc(F)cc1 | 1% | · | 19%
13 | CO[C@@H](CCO)C[C@H]1O[C@H](C(=O)OC(C)C)CC[C@@H]1C | 4% | -16% | ·
14 | O=C(Nc1ccc(F)cc1)C1CCCN1S(=O)(=O)c1cccc2nsnc12 (configuration not stated) | 4% | -1% | -3%
15 | O=C(Nc1ccccc1C(=O)OCc1cc(=O)n2ccsc2n1)c1ccc(Cl)cc1 | 4% | · | -7%
16 | Fc1ccc(-c2ccc(-c3nn4c(-c5ccco5)nnc4s3)o2)cc1 | -1% | -8% | -29%
17 | CCOC(=O)c1c(NC(C)=O)sc2c(O)c(CN3CCN(CC)CC3)ccc12 | 5% | -15% | -17%
18 | O=C(Nc1ccccc1F)c1ccc(C(=O)c2ccccc2)cc1 | -2% | -6% | -25%
19 | CCOc1ccccc1NC(=O)CSc1nc2c(oc3ccccc32)c(=O)n1-c1ccc(C)c(C)c1 | 5% | · | ?
20 | Cc1cc(C)n2nc(C(=O)OCC(=O)Nc3ccc4c(c3)OC(F)(F)O4)nc2n1 | 2% | 2% | 3%
21 | CCOc1ccccc1C(=O)N(Cc1cc(OC)c(OC)c(OC)c1)C1CCS(=O)(=O)C1 (configuration not stated) | 4% | · | 0%
22 | COc1ccc(C(=O)NC(=S)NCc2cccnc2)cc1[N+](=O)[O-] | 5% | 4% | ?
23 | COc1ccc2[nH]c(=O)c(CNc3ccc(C)cc3C)cc2c1 | · | -6% | 21µM*
24 | Cc1ccc(NC(=O)Cn2nc3c(cc2=O)CCCC3)cc1Cl | 0% | · | -24%

# Retrieved by structure from the list above (7):
entry | compound | TDP1 inh | N370S GC | TDP1 cell noCPT
16 | Fc1ccc(-c2ccc(-c3nn4c(-c5ccco5)nnc4s3)o2)cc1 | -1% | -8% | -29%
14 | O=C(Nc1ccc(F)cc1)C1CCCN1S(=O)(=O)c1cccc2nsnc12 (configuration not stated) | 4% | -1% | -3%
24 | Cc1ccc(NC(=O)Cn2nc3c(cc2=O)CCCC3)cc1Cl | 0% | · | -24%
23 | COc1ccc2[nH]c(=O)c(CNc3ccc(C)cc3C)cc2c1 | · | -6% | 21µM*
19 | CCOc1ccccc1NC(=O)CSc1nc2c(oc3ccccc32)c(=O)n1-c1ccc(C)c(C)c1 | 5% | · | ?
22 | COc1ccc(C(=O)NC(=S)NCc2cccnc2)cc1[N+](=O)[O-] | 5% | 4% | ?
21 | CCOc1ccccc1C(=O)N(Cc1cc(OC)c(OC)c(OC)c1)C1CCS(=O)(=O)C1 (configuration not stated) | 4% | · | 0%

# The list goes on.
entry | compound | TDP1 inh | N370S GC | TDP1 cell noCPT
25 | CCCc1c(C(=O)OCC)sc(N)c1C#N | 8% | 7% | 1%
26 | COc1ccc(CC(=O)NNC(=O)[C@@H]2CCCC[C@@H]2C(=O)O)cc1 | 3% | -3% | 9%
27 | CCc1ccc(NC(=O)N(Cc2c[nH]c3ccccc23)C2CCCCCC2)cc1 | 5% | · | 7.3µM*
28 | COc1ccc(C(C)=O)cc1CSc1nc2ccccc2o1 | -10% | 25% | ?
29 | Cc1ccc(NC(=O)CCNS(=O)(=O)c2cccc3nonc23)cc1 | 2% | 3% | -6%
30 | CCOc1ccc(N2CC(O)=C(c3nc4ccccc4c(=O)[nH]3)C2=N)cc1 | ? | 1% | -20%
31 | Cc1ccc(NC(=O)/C=C/c2cccs2)c([N+](=O)[O-])c1 | 2% | -20% | 23µM*
32 | COc1cccc(C(=O)N(c2ccc(C)cc2)C2C=CS(=O)(=O)C2)c1 (configuration not stated) | 1% | 8% | -7%
33 | CCCn1nnnc1NC(=O)CSc1ccc(Cl)cc1 | 9% | 10% | ?
34 | CCCCNC(=O)CCn1nc(-c2ccc(Cl)cc2)c2ccccc2c1=O | 3%&4% | 6% | ?
35 | Cc1cc(C)c2ccc(/C=N/O)nc2c1O | · | 2% | -29%
36 | O=C(CN1C(=O)NC2(CCCCCC2)C1=O)NCCc1ccccc1 | -3%[56.1 µM] | · | 11%

# Single records, as listed above. Values in the order: TDP1 inh	N370S GC	TDP1 cell noCPT
# Record of Cc1ccc(NC(=O)CCNS(=O)(=O)c2cccc3nonc23)cc1 = 2%	3%	-6%
# Record of COc1ccc(C(C)=O)cc1CSc1nc2ccccc2o1 = -10%	25%	?
# Record of Cc1cc(C)c2ccc(/C=N/O)nc2c1O = ·	2%	-29%
# Record of CCCc1c(C(=O)OCC)sc(N)c1C#N = 8%	7%	1%
# Record of COc1ccc(CC(=O)NNC(=O)[C@@H]2CCCC[C@@H]2C(=O)O)cc1 = 3%	-3%	9%

# Continuation:
entry | compound | TDP1 inh | N370S GC | TDP1 cell noCPT
37 | CC(=O)Nc1ccc(S(=O)(=O)N2CCC(C(N)=O)(N3CCCCC3)CC2)cc1 | -2% | -10% | -2%
38 | CN(Cc1ccccc1)C(=O)CN1C(=O)CSc2ccc(S(=O)(=O)N3CCOCC3)cc21 | 8% | · | ?
39 | CSc1ccc(/C=N/N2CCN(c3ccccc3)CC2)cc1 | 5% | 3% | -3%
40 | OC1(c2ccc(OC(F)F)cc2)CSC(=Nc2cccnc2)N1C1CC1 (configuration not stated) | 8% | 5%[12.8 µM] | 16µM*
41 | CC(C)c1ccc(NC(=O)N2CCCC2C(=O)Nc2ccc(-n3cnnn3)cc2)cc1 (configuration not stated) | 5% | 8% | -20%
42 | CCN1CCN(c2nc(N(C)c3ccccc3)nc(N)c2[N+](=O)[O-])CC1 | 0% | ? | -26%
43 | CCOc1ccc(C(=O)NCCn2cc(SCC(=O)Nc3ccccc3)c3ccccc32)cc1 | 7% | · | 23µM*
44 | CC(=O)Nc1ccc(NS(=O)(=O)c2ccc(OC(C)C(=O)N3CCOCC3)cc2)cc1 (configuration not stated) | · | -11% | -1%
45 | Cc1noc(-c2ccc(Cl)cc2)c1C(=O)O/N=C(\N)c1ccc(C(C)(C)C)cc1 | · | 15% | ?
46 | Cc1ccc(C(=O)Nc2c(C)nc3ccccn3c2=O)cc1C | 0% | · | -22%
47 | CCc1nn2c(=O)c(S(=O)(=O)Nc3ccc(Br)cc3F)c(C)nc2s1 | 5% | · | -25%
48 | COc1ccc(Cl)cc1C(=O)O/N=C(\N)c1ccncc1 | 0% | -1% | -11%
49 | Cc1ccc(O)c(/C=N/NC(=O)Cc2ccc(Cl)cc2)c1 | · | -6% | ?
50 | COCCCN1C(=O)c2ccc(C(=O)NCCc3ccccc3)cc2C1=O | · | -6% | -1%
51 | COc1cc(/C=C/C(=O)OCC(=O)Nc2ccccc2Cl)cc(OC)c1OC | 3% | -2% | -9%
52 | O=C1c2ccccc2C(O)N1Cc1cccs1 (configuration not stated) | · | -1% | 7%
53 | COc1ccc(Cl)cc1NC(=O)c1cc(C)nc2c1c(C)nn2-c1ccccc1 | 0% | · | ?
54 | Cc1ccc2scc(N3CCC(C)CC3)c(=O)c2c1 | 7% | · | -19%
55 | Cc1ccc(C(=O)O/N=C(\N)c2ccccn2)c(C)c1 | 3% | -3% | -24%
56 | Cc1cc(-c2csc3nc[nH]c(=S)c23)cc(C)c1C | · | 7% | 5.2µM*
57 | CCNC(=O)N(CC)C[C@H]1N[C@@](C)(C(=O)OC)[C@H]2C(=O)N(Cc3ccccc3)C(=O)[C@@H]12 | 0% | · | -1%
58 | COC(=O)CCCc1nc2ccccc2s1 | 1% | 2% | -17%
59 | CC(=O)Nc1cc(C)nn1-c1nc(C)cc(C)n1 | 5% | 8% | -4%
60 | Cc1cccc2c1N1C(=O)c3c(C(=O)O)cccc3C1CC2C (configuration not stated) | 0% | 1% | -14%
61 | CC(C)C(=O)N1CCC2(CC1)Oc1ccc(F)cc1C(=O)C21CC(c2ccccc2)=NO1 (configuration not stated) | 1% | -1% | ?
62 | Cc1[nH]nc2c1C(c1ccc(-c3ccc(Cl)cc3)o1)C(C#N)=C(N)O2 (configuration not stated) | 5% | -18% | ?
63 | CCOc1ccc(CCNC(=O)Cn2nc(C)c3c(C)n(-c4ccccc4)nc3c2=O)cc1 | 0% | 1% | -2%
64 | C[C@@H]1Nc2ccc(Cl)cc2S(=O)(=O)N1 | 12%[56.1 µM] | -15% | -10%
65 | COc1ccccc1Nc1nc(-c2sc(NC(=O)CC(C)C)nc2C)cs1 | 9% | -9% | ?
66 | CN(CC(=O)Nc1ccc(F)cc1)C(=O)COC(=O)c1cccc(N(C)C)c1 | 3% | · | -7%
67 | C=CCn1c(-c2cccs2)nc2ccccc21 | 2% | 1% | 21µM*
68 | COc1ccccc1NC(=O)c1cnc(SC)nc1 | · | -1% | 2%
69 | COCC(=O)N1CCCC(N(C)CCc2ccc(OC)c(OC)c2)C1 (configuration not stated) | · | -2% | 17%
70 | CC(=O)n1cc(/C=N/NC(N)=S)c2ccccc21 | 3% | -6% | -102%
71 | O=C1NC[C@H](Cc2ccc(O)cc2)N(CC2CCCCC2)C1=O | 5% | -1% | 1%
72 | CC1CCCCC1NC(=O)c1cccc(S(=O)(=O)N2CCN(C)CC2)c1 (configuration not stated) | -7%[0.505 µM] | -1% | 1%
73 | CCOC(=O)CN1C(=O)c2ccccc2Sc2ncccc21 | 8% | -17% | 3%&-2%
74 | O=C(C1=C(O)C(=O)N(CCCn2ccnc2)C1c1ccc(F)cc1)c1ccco1 (configuration not stated) | 4% | 0% | ·
75 | COCCn1c(=S)[nH]c2cc(C(=O)NCCc3ccc(OC)c(OC)c3)ccc2c1=O | 1% | -1% | -7%
76 | Cn1c2c(c(=O)n(C)c1=O)C(c1ccccc1Cl)C(C#N)=C(N)O2 (configuration not stated) | 4% | 6% | -12%
77 | COc1ccc2[nH]c(C(O)(Cc3cccnc3)Cc3cccnc3)cc2c1 | 3% | 7% | -29%
78 | COc1ccc(CNC(=O)Nc2ccc3c(c2)N(C)C(=O)c2ccccc2S3)cc1 | 0% | · | 21µM*
79 | COc1ccccc1C(=O)NCCNC(=O)c1ccco1 | 1% | -2% | ?

# Screening data from PubChem BioAssay.
